Source: PubChem (NCI)
All columns: NCI-60 one-dose screen, growth in % after 48 h at 10 µM unless noted; 100 = growth as untreated, 0 = no growth, -100 = all killed.
SK-MEL-5: SK-MEL-5 melanoma; actives 6.4% (n = 80,000)
T-47D: T-47D breast cancer; actives 5% (n = 79,000)
SK-MEL-2: SK-MEL-2 melanoma | AID 1794763 | actives 4.7% (n = 77,000)
SK-MEL-28: SK-MEL-28 melanoma; AID 1794761; actives 4.1% (n = 81,000)
HS 578T: HS 578T breast cancer; AID 1794788; actives 4.1% (n = 78,000)
UACC-257: UACC-257 melanoma; actives 4.4% (n = 78,000); AID 1794764
MALME-3M: MALME-3M melanoma; actives 5.8% (n = 78,000); AID 1794766
LOX IMVI: LOX IMVI melanoma; actives 7.4% (n = 79,000)
The depositor's hits bear a star; / = no result given; & = joins results of further samples. How the source made its calls: active means growth percent below 10; inactive means the rest.

SMILES	SK-MEL-5	T-47D	SK-MEL-2	SK-MEL-28	HS 578T	UACC-257	MALME-3M	LOX IMVI
COc1ccc(CCN(CC(=O)N(CC(N)=O)C2CCC[C@@H]2OCc2ccccc2)C(=O)CN(C(=O)CN(CCc2ccc(Cl)cc2)C(=O)CN(C(=O)CN(C)Cc2ccccc2F)[C@H](C)C2CCCCC2)[C@H](C)C2CCCCC2)cc1OC (stereo not given in full)	-42*	27	1.9*	33	64	-5.7*	52	-33*
O=c1c(-c2nc(=S)[nH][nH]2)cnc2nc[nH]n12	97	136	98	104	102	118	99	105
CC1(n2nnnc2N2CCCN(c3ncccc3N)CC2)CCC1	86	101	110	100	98	108	99	/
COC(=O)C(C(=O)OC)C(CC(=O)c1ccc(Br)cc1)c1ccccc1 (stereo not given)	100	100	105	120	104	102	/	81
COc1ccc(/C=C/c2c(C(C)=O)c(C)nc3ccccc23)cc1	33	40	76	/	106	65	101	97
C=C(C)[C@@H]1CC[C@]2(C(N)=O)CC[C@]3(C)[C@H](CC[C@@H]4[C@@]5(C)C/C(=C/c6ccncc6)C(=O)C(C)(C)[C@@H]5CC[C@]43C)[C@@H]12	76	/	81	80	76	67	82	74
COC(=O)C1=C(C(=O)c2cccc(OC)c2OC)C(c2c(F)cccc2Cl)C(C#N)=C(N)O1 (stereo not given)	/	94	92	/	98	93	95	96
O=C1c2c(Cl)ccc([N+](=O)[O-])c2C(=O)c2c(Cl)ccc([N+](=O)[O-])c21	102	60	98	107	105	98	108	87
O=C(Nc1n[nH]c(Nc2ccccc2)c1S(=O)(=O)c1ccccc1)c1ccccc1	100	95	111	112	115	95	132	99
CC(=O)Nc1ccc(C=O)cc1	93&106	98&105	122	111&112	106&117	94&97	108&150	96&97
Cc1cccc(CN)n1	108	91	100	115	115	109	96	101
O=c1c2cccnc2nc(-c2ccc(F)cc2)n1-c1ccc(S(=O)(=O)Nc2ncccn2)cc1	101	72	106	104	100	84	90	96
CCn1c(SCc2ccc(C)cc2)nnc1-c1nn(-c2ccc(Cl)cc2Cl)c(-c2ccc(Cl)cc2)c1C	-92*	-8.1*	4.9*	30	38	/	7.8*	7.2*
C#CCN(C)CCCOc1ccc(Cl)cc1Cl	101	97	136	119	100	93	107	96
C/C(=N\NC(=O)c1sc(=S)n(C)c1N)c1cccs1	94	90	102	107	99	/	117	98
COC(=O)C1C2CC3c4[nH]c5cc(OC)ccc5c4CCN3CC2CC(OC2CCCCO2)C1OC (stereo not given)	/	108	106	101	96	99	104	95
CC(C)OC(=O)C1OC1(C)c1ccccc1 (stereo not given)	108	112	100	113	107	116	/	/
COC(=O)/C(O)=C/c1nonc1-c1ccccc1	102	103	103	106	111	100	104	99
CC(=O)OCCCCCCn1c2ccccc2c2c3c(c4c5ccccc5n(C)c4c21)C(=O)N(O)C3=O	42	43	85	/	124	/	115	5.8*
CCOc1ccc(N2C(=O)/C(=C3\SC(=S)N(c4ccc(OCC)cc4)C3=O)SC2=S)cc1	99	94	103	100	98	94	90	98
NS(=O)(=O)c1ccc(-n2ncc3c(NNC(=S)Nc4ccccc4)ncnc32)cc1	100	92	99	100	107	85	88	95
N#CC(c1ccccc1)(c1ccccc1)c1ccccc1	/	79	99	113	90	93	101	84
CCN(CC)CCCCNc1ccnc2cc(Br)ccc12	/	103	107	103	101	114	121	92
c1cnc(-c2nc3c4c5c(sc4ncn3n2)CCC5)cn1	99	87	97	103	108	104	107	99
CC12CC[C@@H]3[C@]4(C)COC(c5cn(-c6ccccc6)nc5-c5cccc([N+](=O)[O-])c5)O[C@@H]4CC[C@@]3(C)[C@@H]1CC(C1=CCOC1=O)O2 (stereo not given in full)	96	68	120	113	/	102	100	/
CNc1ccccc1C#N	101	98	117	104	95	/	102	106
Cc1nc(/N=C(\N)NC(=O)Nc2cccc(Cl)c2)sc1C	80	73	72	69	69	72	62	69
COc1cc(-c2nc3c(sc4nc(C)cc(C)c43)c(=O)[nH]2)cc2c1OCO2	99	93	/	107	97	90	102	94
N#C/C(=C\c1cc(Cl)cc(Cl)c1O)c1nc2ccccc2[nH]1	89	73	/	105	100	104	87	98
NC1=NC(=O)C(c2ccccc2)C(=O)N1 (stereo not given)	105	107	120	107	107	94	87	102
Cc1cc(N2CCN(CC(=O)Nc3ccc4c(ccn4C)c3)CC2)nc(N2CCCCC2)n1	104	85	104	106	104	104	106	105
C=C1c2nc3ccccc3n2C=C(c2ccc(Cl)cc2)N1Cc1ccccc1	79	66	70	147	87	75	95	91
Nc1ccc(N)c(N)c1	103	101	122	128	107	/	99	101
O=c1[nH]c(O)c(/C=N/C(=S)N=Nc2c(O)[nH]c3ccccc23)c(=O)[nH]1	103	73	109	112	104	114	/	93
O=[N+]([O-])c1ccc2c(c1)/C(=N\O)c1cc(Cl)c(Cl)cc1-2	95	69	/	109	112	96	104	100
Cc1ccc(S(=O)(=O)Nn2c(N)c(C#N)cc(-c3nc4ccccc4s3)c2=O)cc1	103	102	94	117	100	109	107	100
N#CC(=C1SCS1)[N+](=O)[O-]	5.5*	29	19	38	/	35	21	17
Cn1ncc(C(=O)O)c1-n1cnc2ccc(Cl)cc2c1=O	109	97	114	102	117	120	76	102
O=C1/C(=C/c2ccc(OCCCc3ccccc3)cc2)N=C2SCCCN12	/	63	105	/	113	108	130	93
CCCN1C(=O)CSC1=Nc1ccc2cc3ccc(N=C4SCC(=O)N4CCC)cc3nc2c1	-18*	12	38	87	32	44	34	11
C[C@H](c1nc2ccccc2nc1NC(C)(C)C)[C@H]1CC[C@H]2[C@@H]3CCC4=CC(=O)CC[C@]4(C)[C@H]3CC[C@]12C	102	85	103	108	95	104	107	59
O=C(O)CCN1CCN(c2cccc(Cl)c2)CC1	102	98	107	108	105	95	107	110
Cn1c(=O)sc2cc3ccccc3nc21	91	103	/	101	107	104	109	116
COc1cc(/C=C/c2cc(O)c(C(C)=O)c(O)c2)cc2c1O[C@]1(C)CC[C@@H](O)C(C)(C)[C@H]1C2	65	49	31	51	25	76	66	35
NCc1ccc(S(=O)(=O)Nc2ccccc2)cc1	97	/	71	98	91	79	111	99
COc1cc(-c2csc(NC(=O)Nc3ccc(F)cc3)n2)cc(OC)c1OC	63	37	90	97	90	88	97	79
COc1ccc(NC(=O)Nc2ccc(OCc3ccc(C)cc3)cc2)cc1	94	82	99	89	82	94	84	/
c1ccc2cc3nc4cc5ccccc5cc4nc3cc2c1	102	94	104	97	102	98	134	86
COc1ccc(-c2nsc3c2NC(=O)CC3c2cc3c(c(OC)c2OC)OCO3)cc1 (stereo not given)	54	54	83	94	95	98	74	/
COc1ccc(C2C=C(c3ccc(NCc4nccc(OCC(F)(F)F)c4C)cc3)NC(N)=N2)cc1OC (stereo not given)	70	60	93	100	95	71	104	96
CCCCc1[nH]nc(-c2n[nH]c(CCCC)c2C)c1C	99	/	115	96	97	96	88	83
CCOC(=O)/C(N=O)=C(/O)c1ccccc1	98	115	123	112	120	121	125	97
Nc1ncnc2c1ncn2CCOc1nc(-c2ccc(F)cc2)cc(-c2ccco2)n1	111	98	108	117	112	103	100	103
CCCCn1c(Cc2ccc(Cl)cc2)nc2cc(OC)c(OC)cc2c1=O	41	101	/	116	114	55	101	80
COc1ccc(-c2cc(-c3nnc(SCC(=O)Nc4ccc(/C(C)=N\O)cc4)o3)c3ccccc3n2)cc1OC	78	88	91	116	98	103	97	97
N#C/C(=C/C=C/c1ccccc1)S(=O)c1ccccc1 (stereo not given)	-85*	-20*	-16*	-68*	16	-34*	-30*	-81*
NS(=O)(=O)c1cccc(N/C=C/C(=O)c2ccc(Cl)cc2)c1	97	81	107	106	116	106	102	103
c1ccc(-c2nc(-c3ccc4c(c3)CCO4)[nH]c2-c2ccccc2)cc1	102	98	108	109	96	106	92	93

19 compounds from above, ordered by molar mass, falling.
SMILES	SK-MEL-5	T-47D	SK-MEL-2	SK-MEL-28	HS 578T	UACC-257	MALME-3M	LOX IMVI
COc1ccc(-c2cc(-c3nnc(SCC(=O)Nc4ccc(/C(C)=N\O)cc4)o3)c3ccccc3n2)cc1OC	78	88	91	116	98	103	97	97
COc1ccc(C2C=C(c3ccc(NCc4nccc(OCC(F)(F)F)c4C)cc3)NC(N)=N2)cc1OC (stereo not given)	70	60	93	100	95	71	104	96
C[C@H](c1nc2ccccc2nc1NC(C)(C)C)[C@H]1CC[C@H]2[C@@H]3CCC4=CC(=O)CC[C@]4(C)[C@H]3CC[C@]12C	102	85	103	108	95	104	107	59
CCCN1C(=O)CSC1=Nc1ccc2cc3ccc(N=C4SCC(=O)N4CCC)cc3nc2c1	-18*	12	38	87	32	44	34	11
COc1cc(/C=C/c2cc(O)c(C(C)=O)c(O)c2)cc2c1O[C@]1(C)CC[C@@H](O)C(C)(C)[C@H]1C2	65	49	31	51	25	76	66	35
COc1ccc(-c2nsc3c2NC(=O)CC3c2cc3c(c(OC)c2OC)OCO3)cc1 (stereo not given)	54	54	83	94	95	98	74	/
Nc1ncnc2c1ncn2CCOc1nc(-c2ccc(F)cc2)cc(-c2ccco2)n1	111	98	108	117	112	103	100	103
COc1cc(-c2csc(NC(=O)Nc3ccc(F)cc3)n2)cc(OC)c1OC	63	37	90	97	90	88	97	79
CCCCn1c(Cc2ccc(Cl)cc2)nc2cc(OC)c(OC)cc2c1=O	41	101	/	116	114	55	101	80
c1ccc(-c2nc(-c3ccc4c(c3)CCO4)[nH]c2-c2ccccc2)cc1	102	98	108	109	96	106	92	93
Cn1ncc(C(=O)O)c1-n1cnc2ccc(Cl)cc2c1=O	109	97	114	102	117	120	76	102
c1ccc2cc3nc4cc5ccccc5cc4nc3cc2c1	102	94	104	97	102	98	134	86
N#C/C(=C/C=C/c1ccccc1)S(=O)c1ccccc1 (stereo not given)	-85*	-20*	-16*	-68*	16	-34*	-30*	-81*
CCCCc1[nH]nc(-c2n[nH]c(CCCC)c2C)c1C	99	/	115	96	97	96	88	83
O=C(O)CCN1CCN(c2cccc(Cl)c2)CC1	102	98	107	108	105	95	107	110
NCc1ccc(S(=O)(=O)Nc2ccccc2)cc1	97	/	71	98	91	79	111	99
CCOC(=O)/C(N=O)=C(/O)c1ccccc1	98	115	123	112	120	121	125	97
Cn1c(=O)sc2cc3ccccc3nc21	91	103	/	101	107	104	109	116
N#CC(=C1SCS1)[N+](=O)[O-]	5.5*	29	19	38	/	35	21	17

Profiles, looked up by structure. Values in the order: SK-MEL-5 | T-47D | SK-MEL-2 | SK-MEL-28 | HS 578T | UACC-257 | MALME-3M | LOX IMVI
c1ccc2cc3nc4cc5ccccc5cc4nc3cc2c1 in the list: 102 | 94 | 104 | 97 | 102 | 98 | 134 | 86
COc1cc(-c2csc(NC(=O)Nc3ccc(F)cc3)n2)cc(OC)c1OC in the list: 63 | 37 | 90 | 97 | 90 | 88 | 97 | 79
